Compound activity from PubChem BioAssay.
Shn3 3UTR inh: Schnurri-3 reporter inhibition in Clone20 osteoblasts; Clone20 osteoblast Shn3 3'UTR firefly luciferase, 24 h; inhibition, % at 12.5 µM; hit rate 0.52% among 360,000;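 active = mean inhibition of at least 75% with every replicate also reaching 75%; inconclusive = mean inhibition at least 75% but some replicate below; inactive = mean inhibition below 75%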;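 also: 0% = median of neutral control wells and 100% = pilot-screen positive control compound; some compounds past the cut are filed as inactive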
NR2E3 ag-1: activates human NR2E3 receptor; hit rate 0.35% among 360,000; inhibition of corepressor binding, % at 3.98 µM; AID 602229; CHO-S Gal4-NCOR/VP16-NR2E3 two-hybrid, luciferase;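 active = inhibition above the mean of all tested compounds plus 3 SD, cut at about 70% in these data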;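 also: 0% = DMSO with NR2E3 transfected cells and 100% = cells lacking NR2E3 construct; higher means lower luciferase signal from less NR2E3 corepressor binding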
Target sequence (Q9Y5X4 whole entry, looked up, the tested form may be a part): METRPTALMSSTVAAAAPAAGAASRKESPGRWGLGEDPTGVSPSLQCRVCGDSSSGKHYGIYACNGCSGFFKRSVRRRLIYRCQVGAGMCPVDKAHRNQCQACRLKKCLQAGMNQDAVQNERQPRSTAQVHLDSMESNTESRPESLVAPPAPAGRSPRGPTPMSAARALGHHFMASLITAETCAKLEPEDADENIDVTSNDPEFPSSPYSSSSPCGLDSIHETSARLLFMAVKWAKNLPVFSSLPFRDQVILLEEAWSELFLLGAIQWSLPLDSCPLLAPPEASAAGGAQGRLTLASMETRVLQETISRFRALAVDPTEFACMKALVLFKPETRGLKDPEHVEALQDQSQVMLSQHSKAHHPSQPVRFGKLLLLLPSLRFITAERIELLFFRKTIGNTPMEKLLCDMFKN
Peg3 prom inh: Peg3 promoter activity inhibition; hit rate 1.7% among 360,000; HeLa PEG-Prom luciferase reporter, luminescence, overnight; AID 588405; inhibition, % at 20 µM;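 active = inhibition of at least 50% at 20 µM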
Cardio protect: protects H9c2 cardiomyocytes from peroxide injury. protection from H2O2 cell death, % at 20 µM. H2O2 injury protection, ATPLite, 2 h. hit rate 0.63% among 360,000. AID 588492;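 active = compounds giving at least 50% protection of heart cells from peroxide-induced death in the single-dose screen, raw or plate-pattern-corrected value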;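 also: 0% = DMSO wells with peroxide and 100% = DMSO wells without peroxide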
NR2E3 ag-2: NR2E3 (human) agonism | hit rate 0.12% among 320,000 | GST-NR2E3/biotin-RetCOR TR-FRET, 1536-well | Q9Y5X4 | inhibition of corepressor binding, % at 4.78 µM | AID 2300;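 active = percent inhibition above the cutoff of mean plus 3 SD of all tested compounds, set per screening campaign, cut at about 20% in these data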;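 also: 0% = DMSO wells and 100% = biotin wells as full block of FRET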
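Material: NR2E3–RetCOR corepressor complex | Quantity: 1.35 nM GST-tagged NR2E3 final | Schedule: 5 h at 4 °C | Replication: Singlicate compound wells | Reagent: RetCOR corepressor, biotinylated, 7 nM | Controls: Biotin wells as high control, 0.6% DMSO wells as low control | Signal: TR-FRET, Eu(K)-anti-GST donor, streptavidin-D2 acceptor, ex 340, em 617/671 nm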
hiPSC survival: enhancers of human iPSC single-cell survival | AID 602274 | hiPSC single-cell survival, ATPlite luminescence; 100% = ROCK inhibitor wells, 0% = DMSO | hit rate 0.044% among 360,000 | survival enhancement, % at 20 µM; in the data active = survival enhancement above about 18%;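 also: cells exposed to compounds for 16 hours before the ATP read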
PDI inh: PDI (human) enzyme inhibition; inhibition, % at 10 µM; hit rate 0.052% among 350,000; PDI insulin aggregation turbidity, A650, 90 min; P07237;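 active = mean inhibition across replicates of 30% or more, whatever share of single replicates reach that level; inconclusive = mean inhibition below 30% while every single replicate reaches 30%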;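 also: absorbance from insulin aggregation driven by PDI reduction with DTT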
Target sequence (P07237 whole entry, looked up): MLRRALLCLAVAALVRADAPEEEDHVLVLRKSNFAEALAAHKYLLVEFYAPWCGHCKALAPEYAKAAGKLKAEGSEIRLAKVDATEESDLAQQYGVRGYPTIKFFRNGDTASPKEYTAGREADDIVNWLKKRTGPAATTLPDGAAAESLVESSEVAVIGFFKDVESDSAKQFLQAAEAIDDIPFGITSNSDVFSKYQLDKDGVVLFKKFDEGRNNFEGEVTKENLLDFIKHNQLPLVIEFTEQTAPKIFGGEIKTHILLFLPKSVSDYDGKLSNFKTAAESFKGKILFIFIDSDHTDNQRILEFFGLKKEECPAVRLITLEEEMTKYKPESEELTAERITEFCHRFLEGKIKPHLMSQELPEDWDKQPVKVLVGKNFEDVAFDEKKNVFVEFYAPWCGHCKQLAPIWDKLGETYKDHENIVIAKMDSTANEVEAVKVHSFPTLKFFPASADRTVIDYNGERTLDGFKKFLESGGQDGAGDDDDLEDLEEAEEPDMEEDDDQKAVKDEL
m5-HT2A agonist: mouse HTR2A agonism via beta-arrestin recruitment. hit rate 0.66% among 360,000. AID 624169. activation, % at 7.6 µM. CHO-K1 mHTR2A beta-arrestin complementation, luminescence; percent of 30 µM serotonin response;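 active = activation above a run cutoff, the mean activation of all tested compounds plus 3 SD, cut at about 14% in these data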;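 also: 0% = plate median of compound wells and 100% = 30 µM serotonin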
MITF TRPM1 inh: reduces MITF-dependent TRPM1 promoter luciferase signal. SK-MEL-5 TRPM1 promoter luciferase, 24 h. inhibition, % at 12.5 µM. hit rate 0.83% among 330,000;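 active = mean inhibition across replicates of 60% or more, whatever share of single replicates reaches that level; inconclusive = some that reach 60%, reason not given; inactive = mean inhibition across replicates below 60%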; also: values of inactives mirror those of a sister screen read the other way
CaV13 FRET inh: Primary screen for inhibitors of IQ motif and Ca2+-dependent inactivation inhibitor domain binding in CACNA1D, Förster resonance energy transfer in living cells, …. HEK cells, CFP/YFP FRET ICDI-IQ, plate reader, 10 min; percent FRET-ratio fall versus neutral wells. inhibition, % at 12.3 µM. hit rate 0.098% among 340,000. AID 743397;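 active = mean replicate inhibition of at least 30% and at least 1% of replicates passing that level; inconclusive = only one of the two criteria is met; inactive = neither criterion is met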;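 also: 0% = median of the neutral control wells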
HIF-2a block: HIF-2a inhibition; 786-0 RCC cells HIF-2a reporter, luciferase luminescence, overnight; inhibition, % at 18.8 µM; hit rate 0.72% among 360,000; AID 624352;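 active = inhibition of the luminescence signal of 40% or more relative to plate controls, in a single-dose primary screen at 18.75 µM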
Numbers without * were called inactive; u = inconclusive; x = no result given.

SMILES,HIF-2a block,Peg3 prom inh,m5-HT2A agonist,Cardio protect,Shn3 3UTR inh,CaV13 FRET inh,PDI inh,NR2E3 ag-2,NR2E3 ag-1,MITF TRPM1 inh,hiPSC survival
COc1ccc(CNC(=O)C2CCCN2CCc2ccccc2)cc1OC (configuration not stated),19,12,-6,7,4,-7,6,-5,-11,-8,-0.7
COc1cc(Cl)c(C)cc1NC(=O)CSc1ccc(NC(C)=O)cc1,5,-3,-2,-6,3,-5,-3,3,16,1,-1.1
Cc1cn(C2CC(OC(=O)C(C)C)C(CO)O2)c(=O)[nH]c1=O (configuration not stated),4,3,-4,2,16,-2,-7,6,-14,-9,-0.1
COCCCNC(=O)CN(c1cccc(Cl)c1C)S(C)(=O)=O,-7,3,4,2,3,-8,-4,5,-8,8,-0.6
Cc1ccc(NC(=O)NC(=S)NC(=O)c2ccccc2)cc1,-164,-106,-5,-4,-4,-4,-11,2,14,-19,1.5
Cc1ccc(SCC(=O)NC(=O)Nc2ccc3c(c2)OCCO3)cc1C,16,1,8,-6,3,-3,12,-3,-5,0,-0.4
C[C@H]1[C@H](C)CC[C@]2(C(=O)O)CC[C@]3(C)C(=CC[C@@H]4[C@@]5(C)CC[C@H](O)C(C)(C)[C@@H]5CC[C@]43C)[C@H]12,5,53*,-2,-3,-6,-5,17,5,10,4,-1.5
COc1cc(-c2noc(C)c2C#Cc2nccn2C)cc(OC)c1OC,6,33,5,30,-3,-10,-4,3,1,22,-2.1
N#CC1(NC(=O)Cn2cc(C(F)(F)F)ccc2=O)CCCC1,1,9,2,6,1,-5,1,3,-30,-11,0.9
N#C/C(=C/C1=C(N2CCOCC2)C(=C/c2ccccc2)/CC1)C(=O)Nc1ccccc1F,5,-4,3,5,39,-4,-1,x,-41,4,-1.1
O=C(C1CC(=O)N(c2ccccc2)C1)N1CCN(c2ccccc2F)CC1 (configuration not stated),5,5,3,-1,14,x,6,1,-32,7,-0.4
CCOC(=O)Cn1c(=NC(=O)c2ccc([N+](=O)[O-])s2)sc2ccccc21,13,-9,2,-14,15,-22,-5,-1,-13,73*,-1.5
O=C1CC(C(=O)N(CC2CCCO2)C(C(=O)NC2CCCCC2)c2ccncc2)CS1 (configuration not stated),-3,-1,3,-4,-7,-4,0,-3,-15,-5,-0.7
CCNC(=O)CCc1nc(-c2ccc(C)cc2)no1,-24,-25,3,4,9,11,-1,-1,-13,-6,-0.3
O=C(/C=C/c1ccc2c(c1)OCO2)NC1CCCC1,-227,-200,1,-2,-11,-6,5,0,-55,-52,0.5
CCCCc1ccc(N=N/C(C(=O)Nc2cc(OC)c(NC(C)=O)cc2OC)=C(/C)O)cc1,8,5,1,-3,-26,-6,-2,0,-4,-1,-0.1
O=C(O)c1ccc(S(=O)(=O)c2ccc3c(c2)C(=O)N(NC(=O)c2ccc(O)cc2)C3=O)cc1,13,-2,-3,-4,-2,-3,-6,0,-55,2,-0.9
O=C(NC1CCCCC1)C(c1ccncc1)N(CC1CCCO1)C(=O)C(F)(F)F (configuration not stated),8,9,0,-4,-19,15,4,4,-5,-1,8.2
O=P(CCc1ccccc1)(c1ccccc1)c1ccccc1,-42,-16,-6,-2,-15,-8,3,x,-16,-13,-1.8
CCN(C(=O)c1nn(-c2ccc(OC)cc2)c(=O)c2c1c1ccccc1n2C)c1ccc(OC)cc1,28,34,2,19,19,1,6,-3,-26,11,-0.3
Cc1ccc(NC(=S)c2ccc(N(C)C)cc2)cc1,-189,-251,-2,-11,-52,-2,4,3,-132,-14,0.8
O=S(=O)(NCc1ccncc1)c1ccc(S(=O)(=O)NCC2CCCO2)cc1 (configuration not stated),-4,8,-2,-23,68,-10,-3,2,-47,-1,-0.1
COc1cc2[nH]c(=O)n(Cc3ccc(C(=O)NC4CCN(Cc5ccccc5)CC4)cc3)c(=O)c2cc1OC,24,15,-3,0,6,-3,4,1,9,4,0.0
CCOC(=O)c1c(C)c(C(=O)Nc2ccccc2)c(C)n1CC,-16,-59,2,0,-65,-7,2,3,-33,-43,-0.2
CN(C)S(=O)(=O)c1cccc(NC(=O)c2cncc(Br)c2)c1,-13,-6,-2,7,-29,-2,0,0,-6,-13,-0.4
COc1ccc(CN=Cc2c(C(F)(F)F)[nH][nH]c2=O)cc1,19,-10,0,14,-4,-3,-3,0,-15,-6,1.2
O=C(/C=C/C(=O)NCc1cccs1)NCc1cccs1,14,-1,-3,4,-17,-4,2,-2,-30,-5,-0.3
Cc1ccc(Nc2nc(N)nc(CN3CCN(c4ccccc4)CC3)n2)cc1Cl,6,34,15*,24,10,-7,0,1,-4,4,-1.1
Cc1cc(C(=O)NNC(=O)c2ccccc2F)c2ccccc2n1,7,6,-4,6,-22,-5,-1,3,-19,1,-0.2
O=C(CCN1C(=O)c2ccccc2S1(=O)=O)Nc1cc(Cl)ccc1Cl,-27,-28,13,1,-7,-4,5,-3,2,0,0.3
CC(NC(=O)Cn1cnc([N+](=O)[O-])n1)c1ccccc1 (configuration not stated),22,18,0,15,8,-4,-11,2,-2,-5,0.3
CC(=O)c1ccccc1OCC(O)CN1CCN(C(c2ccccc2)c2ccccc2)CC1 (configuration not stated),17,7,-12,-1,17,-1,8,-3,-31,-1,0.2
CCCCNc1oc(-c2ccc(OC)cc2)nc1S(=O)(=O)c1ccccc1,-9,1,-3,-3,-7,-8,-5,-1,-1,-2,-1.7
O=C(Cn1cnc2ccccc21)Nc1ccc(SC(F)F)cc1,-37,-21,2,-22,u,-2,-11,4,68,14,-1.0
COC(=O)C1=C(C)NC(C)=C(C(=O)OC)C1c1ccc2ccccc2n1,1,-1,0,4,18,-4,-7,4,-12,4,-1.0
CCCCN(CC)Cc1ccc(CNC(=O)Nc2ccc(OCC)cc2)o1,6,-10,-7,-1,2,-8,3,2,3,-3,3.0
CN(C)c1ccc(/C=N/NC(=O)CNC(=O)/C=C/c2ccccc2)cc1,-17,-13,4,3,-17,-6,4,1,-1,15,0.4
O=C(NCc1ccccn1)c1cc(-c2ccccc2Cl)on1,-199,-156,0,-14,-33,-3,1,-1,-39,-57,-1.5
CCC(C)(C)n1nnnc1C(c1cc2cc3c(cc2[nH]c1=O)OCO3)N1CCN(C)CC1 (configuration not stated),18,-3,2,9,6,x,-1,0,-9,5,1.6
Cc1nnc(SCc2nnc(-c3cccs3)o2)n1C1CCCCC1,9,9,0,12,5,-2,4,3,-21,-3,0.9
O=C(/C=C/c1cccc2ccccc12)N1CCOCC1,-207,-185,1,-1,-104,-2,-1,1,-45,-53,0.1
Cc1sc2nc(CSC(C)C(=O)Nc3ccccn3)[nH]c(=O)c2c1C (configuration not stated),-116,-53,5,14,-2,-2,12,-2,-40,7,-1.2
CC(C)(CC(=O)O)CC(=O)N1CCN(c2nc3cc(Cl)ccc3s2)CC1,-17,-12,8,-4,3,x,-3,1,-9,-2,0.0
CCCCNC(=O)Cc1c(OC)ccc2cc(Br)ccc12,18,9,0,-2,6,-6,-3,18,-8,4,4.0
O=C(Cc1ccc(NC(=O)C2CCN(C(=O)c3ccccc3)CC2)cc1)Nc1cccc(C(=O)N2CCCCC2)c1,10,-4,0,-1,-14,-5,-6,x,-23,-2,1.3
CCN1CCCC1CNC(=O)C(=O)Nc1ccccc1 (configuration not stated),-174,-91,-1,10,-60,-6,-4,4,-29,-57,0.4
O=S(=O)(c1ccc2nc(COc3ccccc3)[nH]c2c1)N1CCOCC1,-2,-1,0,1,-6,-7,-2,4,1,8,1.6
COc1cccc(-c2nnc(-c3ccc(C(F)(F)F)cc3)o2)c1OC,-286,-227,-2,-6,-68,-5,20,0,-116,-61,-1.9
Cc1ccccc1CN1CCN(CC(=O)NCc2ccc3c(c2)OCO3)C1=O,3,8,2,-1,-14,-8,29,3,3,3,-1.6
Cn1ncc(Cl)c1C(=O)NC1CCCC1,9,8,-1,-1,2,-6,6,-3,-18,-9,-0.1
CCc1nnc(NC(=O)CSc2nc3ccccc3o2)s1,-15,0,1,0,-5,-4,9,3,12,-6,3.4
CCC(=O)N=c1sc2ccccc2n1-c1ccccc1,5,11,-1,-7,14,-4,4,0,-25,-2,0.9
Cc1cccc(C)c1OCC(O)CN1CCCCC1 (configuration not stated),-2,-1,0,3,-2,0,0,2,21,7,0.2
Cc1cccc(-c2oc3ccc(-c4ccc5c(c4)OCO5)cc3c2C#Cc2cncn2C)c1,-70,-69,1,-9,-15,-10,1,3,-41,-19,5.5
O=C1/C(=C/c2ccsc2)N2CCC1CC2,12,11,1,3,-19,-2,-2,0,-6,-5,2.6
O=C(CCC1CC(=O)Nc2ccccc21)NCc1ccc(F)cc1 (configuration not stated),8,14,-7,11,9,-5,7,-7,-19,0,1.7
O=C(CCCCC(=O)NN=Cc1ccc(Cl)cc1)NN=Cc1ccc(Cl)cc1,1,3,3,-3,-1,-3,-9,x,16,6,-0.7
O=C(NCc1ccco1)C12CC3CC(C1)CC(C(=O)NCc1ccco1)(C3)C2,17,2,13,4,16,-4,8,2,9,-5,-1.5
COc1ccccc1CNc1nc(NCCN2CCNC2=O)c2sccc2n1,8,10,3,4,1,-10,-5,x,1,x,1.6
CCOC(=O)CNC(=O)CN1CCCN(S(=O)(=O)c2ccc(Br)s2)CC1,24,-1,-7,-10,-9,-4,-4,-1,9,7,-0.4

Following part:
SMILES,HIF-2a block,Peg3 prom inh,m5-HT2A agonist,Cardio protect,Shn3 3UTR inh,CaV13 FRET inh,PDI inh,NR2E3 ag-2,NR2E3 ag-1,MITF TRPM1 inh,hiPSC survival
CCOC(=O)c1c(C)nsc1NC(=O)C1(C)CCN1C(=O)CC (configuration not stated),-2,6,-2,-5,-12,-5,2,x,-52,x,0.4
O=C(Nc1cccc(C(F)(F)F)c1)C1Cc2c(-c3ccco3)ccnc2O1 (configuration not stated),5,17,-4,2,-20,-4,-4,x,11,x,-1.6
COc1cccc(-c2cc(C(=O)Nc3c(C)nn(Cc4ccccc4)c3C)no2)c1,-17,17,-1,-5,38,-9,9,3,-14,17,0.9
CC(C)C1NC(=S)N(Cc2ccccc2)C1=O (configuration not stated),5,17,-2,5,0,-4,16,1,4,-2,4.9
O=C(Nc1nnc(SCc2ccc(F)cc2)s1)C1Cc2ccccc2CN1C(=O)c1ccco1 (configuration not stated),13,0,-6,0,1,-4,16,0,-7,8,1.6
